# Screening results: PubChem, Sanford-Burnham Center for Chemical Genomics
# APJ antagonist = APJ receptor antagonism; hit rate 0.32% among 330,000; inhibition, % at 20 µM; CHO-K1 APJ beta-arrestin complementation, luminescence; AID 2521;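 active means inhibition above about 40% at 20 µM, limit read from the data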;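 further: cells challenged with 10 nM apelin-13 agonist together with compound; plate controls were apelin-13 plus DMSO wells for no effect and DMSO wells lacking apelin-13 for full effect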
# Target sequence (P35414 whole entry, looked up): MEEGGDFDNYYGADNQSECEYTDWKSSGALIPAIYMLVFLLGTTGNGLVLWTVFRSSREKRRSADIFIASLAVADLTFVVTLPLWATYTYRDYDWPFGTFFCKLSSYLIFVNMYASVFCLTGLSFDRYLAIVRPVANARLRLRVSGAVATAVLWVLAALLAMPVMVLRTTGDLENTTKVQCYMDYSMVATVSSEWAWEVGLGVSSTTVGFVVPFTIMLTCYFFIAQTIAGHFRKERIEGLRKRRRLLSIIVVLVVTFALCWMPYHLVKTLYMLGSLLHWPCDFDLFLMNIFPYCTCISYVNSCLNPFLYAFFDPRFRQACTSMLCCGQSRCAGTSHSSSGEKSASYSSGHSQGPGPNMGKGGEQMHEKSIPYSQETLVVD
# tim10-1 inh = tim10-1 yeast growth inhibition. S. cerevisiae tim10-1 ts strain growth, BacTiter-Glo, 24 h. inhibition, % at 20 µM. hit rate 2.2% among 330,000. AID 463190;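 active means inhibition of at least 40%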;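 further: mutant grown at 25 °C; 0% = DMSO wells with yeast and 100% = wells holding no yeast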
# APJ ag = APJ receptor agonism; hit rate 0.11% among 330,000; AID 2520; CHO-K1 APJ PathHunter beta-arrestin, luminescence; 0% DMSO wells, 100% apelin; activation, % at 20 µM; P35414;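 active means activation more than six SD over the plate average, tested at 20 µM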;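 further: 0% = DMSO alone and 100% = apelin-13 at 10 nM; some results filed as inactive read as strong as hits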
#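 system = engineered CHO-K1 APJ arrestin reporter cells | input = 1000 cells per well | timing = overnight seeding, 90 min compound at 25 °C, 1 h detection | measured by = enzyme-fragment complementation luminescence | read-out = beta-arrestin recruitment to APJ as agonist activity, luminescent signal | control set = negative DMSO alone, positive Apelin-13 at 10 nM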
# CXCR6 inh = inhibitors of human CXCR6 receptor; O00574; CHO-K1 PathHunter CXCR6 beta-arrestin, luminescence; inhibition, % at 20 µM; hit rate 0.36% among 360,000; in the data active means inhibition above about 34%, passing the limit was not always enough;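 further: antagonist mode with CXCL16 agonist at 10 nM final; 0% = 10 nM CXCL16 with DMSO and 100% = unstimulated wells without agonist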
# Target sequence (O00574 whole entry, looked up): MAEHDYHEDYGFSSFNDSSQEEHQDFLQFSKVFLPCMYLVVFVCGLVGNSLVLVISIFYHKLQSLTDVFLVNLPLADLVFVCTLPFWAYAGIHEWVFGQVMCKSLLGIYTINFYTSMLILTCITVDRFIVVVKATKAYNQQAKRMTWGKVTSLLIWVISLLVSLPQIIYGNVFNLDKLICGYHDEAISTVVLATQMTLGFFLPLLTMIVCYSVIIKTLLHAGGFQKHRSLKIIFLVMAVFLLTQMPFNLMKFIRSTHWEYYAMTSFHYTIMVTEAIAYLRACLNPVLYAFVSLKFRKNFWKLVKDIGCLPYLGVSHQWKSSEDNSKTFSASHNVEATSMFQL
# UPR CHOP act = apoptotic UPR (CHOP) activation. AID 449763. activation, % at 10 µM. CHO-CHOP luciferase reporter, luminescence; percent of tunicamycin response over DMSO baseline. hit rate 0.34% among 330,000;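 active means at 10 µM dose, activation of 40% or more, normalized to positive control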;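 further: 100% = tunicamycin at 10 µg/mL and 0% = DMSO alone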
#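 Evaluation: % reporter activation, DMSO baseline versus tunicamycin full activation; System: CHO-CHOP luciferase reporter cell line; Input: 500 cells/well; Incubation: 6 h compound treatment, 37 °C; Measured by: Steady-Glo luciferase luminescence; Dosing: one dose, 10 µM in 0.5% DMSO; Buffer or medium: F12 medium, 10% FBS; Benchmarks: positive tunicamycin 10 µg/mL, negative DMSO alone.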
# Mdm2-MdmX inh = inhibitors of human Mdm2/MdmX interaction. SaOS-2 split-luciferase Mdm2/MdmX complementation, luminescence. hit rate 3% among 330,000. inhibition, % at 8 µM. AID 485346. O15151+Q00987;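 active means inhibition of at least 50% at 8 µM in the primary screen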
# XBP1 UPR activ = adaptive UPR (XBP1) activation; CHO-XBP1 luciferase reporter, IRE1-XBP1 UPR activation, luminescence; percent of tunicamycin response, DMSO as zero; activation, % at 20 µM; hit rate 0.33% among 330,000; AID 463104;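 active means versus positive control, 20 µM dose yields 30% or more activation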;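 further: 100% = tunicamycin at 10 µg/mL and 0% = DMSO only wells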
#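 Material: IRE1-XBP1 luciferase reporter CHO line / Quantity: one thousand reporter cells per well / Buffer or medium: F12 with 10% serum / Compound: 20 µM single concentration, DMSO 1% / Times: 6 h treatment, 37 °C / Detection: Steady-Glo luciferase glow luminescence, 10 min after reagent addition / Benchmarks: tunicamycin high, DMSO low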
# TIM10 inh = TIM10 yeast growth inhibition | S. cerevisiae TIM10 strain growth, BacTiter-Glo luminescence, 24 h | hit rate 1.4% among 330,000 | inhibition, % at 10 µM;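 active means inhibition of 40% or more at the single tested concentration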;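 further: wild-type TIM10 isogenic control strain grown at permissive 25 °C; 0% = DMSO yeast wells and 100% = minimal medium wells without yeast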
# tim23-1 inh = inhibits growth of tim23-1 mutant yeast. S. cerevisiae tim23-1 growth, BacTiter-Glo luminescence, 24 h. inhibition, % at 20 µM. hit rate 1.3% among 330,000;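 active means growth inhibition of the mutant yeast at or above 50%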;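 further: temperature-sensitive mutant grown at 25 °C; plate controls were DMSO-treated mutant yeast for no effect and medium wells lacking yeast for full effect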
# Starred values were filed as active, the others as inactive.
# Values run as follows: APJ antagonist	tim10-1 inh	APJ ag	CXCR6 inh	UPR CHOP act	Mdm2-MdmX inh	XBP1 UPR activ	TIM10 inh	tim23-1 inh
CN(C(=O)COC(=O)CNC(=O)c1cccs1)c1c(N)n(Cc2ccccc2)c(=O)[nH]c1=O
  -7.9	4.4	1.4	1.1	0.4	4.1	-0.5	9.1	13.0
CCn1cc(C(=O)NCc2ccccc2OC)c(=O)c2cc(S(=O)(=O)N(C)C)ccc21
  4.4	13.3	-3.1	2.4	0.0	18.7	-3.0	5.0	10.0
CC1=C(CC(=O)O)c2cc(F)ccc2C1=Cc1ccc(S(C)(=O)=O)cc1
  25.9	-27.8	-2.8	8.0	0.0	8.8	-8.1	1.8	-0.5
COc1ccc(Nc2c(C)cccc2C)cc1
  -8.0	20.9	-8.1	-0.8	-2.0	14.1	-0.2	17.8	2.3
O=C(O)CN1C(=O)Nc2ccc(Br)cc2C1c1ccccc1 (stereo unspecified)
  4.9	10.4	-3.5	-14.1	-2.4	1.0	-4.7	-4.4	18.9
COc1cccc(-c2nn(-c3ccc(C)cc3)cc2C(=O)NCC(c2cccs2)N2CCOCC2)c1 (stereo unspecified)
  3.4	11.8	-1.2	6.2	1.2	25.2	-3.6	22.5	28.8
COc1ccc2c(c1)c(=O)oc1c(C)c(OC(C)C(=O)N[C@@H](Cc3c[nH]c4ccc(O)cc34)C(=O)O)ccc12 (stereo partly specified)
  -48.3	-1.2	-2.4	0.9	1.5	-10.9	-2.5	-2.3	6.4
COC(=O)COC(=O)c1ccc(O)cc1
  -4.6	5.4	-3.0	-4.3	0.0	10.3	-0.9	-8.1	9.0
CC(/C=C/c1ccccc1)=N\NC(N)=S
  2.2	28.8	-5.4	7.8	3.1	2.0	5.0	16.5	0.0
Cc1cc(C)nc(N2N=C(c3ccccc3)CC2=O)n1
  9.5	14.9	-0.6	10.4	-0.5	-2.6	2.0	10.3	10.0
O=C(Nc1ccc(NC(=O)c2ccccc2Br)cc1)c1ccccc1
  13.2	-6.8	4.6	-36.8	1.3	6.3	-0.9	-3.5	-4.3
O=C(COc1ccccc1Br)N1CCNC1=O
  -1.0	32.9	-5.8	1.8	0.9	-5.7	0.7	-9.8	6.7
COc1ccc(C(=O)Nc2ccc3[nH]c(-c4cccc(OC)c4)cc(=O)c3c2)cc1
  12.7	-2.1	12.6	-11.4	-0.8	47.7	3.1	-4.8	6.2
CN1C(=O)c2ccc(C(=O)NCc3ccc4c(c3)OCO4)cc2C1=O
  6.1	-10.3	-1.5	-1.4	2.9	9.4	-2.6	-7.0	2.1
COC(=O)c1cc(NC(=O)CN2C(=O)C(=O)N(C3CCCC3)C2=O)cc(C(=O)OC)c1
  -0.4	5.0	-2.4	-2.8	-1.4	1.9	-1.4	7.9	6.2
Cc1ccsc1C(=O)NCC(=O)OCc1ccccc1
  -5.6	0.1	3.1	2.6	4.3	-3.9	-0.5	4.1	-2.3
Cc1ccc2c(n1)sc1c(-c3ccccc3)c(C#N)c(N)nc12
  5.1	-5.1	-1.1	7.7	-0.5	6.4	4.3	3.8	13.3
CCc1cc(C(c2ccc(OC)c(OC)c2)N2CCOCC2)c(NC(=O)c2ccccc2)s1 (stereo unspecified)
  18.2	28.1	-2.4	8.3	8.3	32.6	-5.4	23.2	34.3
CN(CCC#N)C(=O)COC(=O)c1cccnc1Nc1ccccc1F
  13.1	23.7	-1.6	-4.4	-1.3	-1.7	-1.4	-13.5	15.8
CC1(C(=O)NCc2ccccn2)C=CCN1C(=O)c1ccccc1 (stereo unspecified)
  3.7	11.2	-5.4	-3.1	-0.5	14.9	-1.3	6.0	-0.2
Cc1cc(C)nc(N2CCC(C(=O)NCc3ccco3)CC2)n1
  13.6	12.4	-3.6	1.8	-0.3	25.6	3.5	-1.4	-2.4
O=C(NCCCN1CCOCC1)C(=O)NCc1ccccc1
  9.4	-11.3	-1.3	-8.2	-1.3	-9.0	0.3	-6.2	19.7
O=C1c2ccccc2C(=O)C1c1ccc(Cl)cc1
  15.4	12.1	-2.1	12.7	1.5	0.5	0.5	-5.4	-1.4
Nc1nnc(-c2ccccc2Cl)s1
  -17.4	24.3	-1.2	-7.2	-1.3	-16.1	-1.9	6.9	1.8
O=C(CSCc1ccccc1)Nc1ccc(S(=O)(=O)Nc2ncccn2)cc1
  22.4	-9.5	-0.6	-7.8	-1.6	11.4	6.3	9.3	-0.6
c1ccc(CN2CCOCCOCCOCC2)cc1
  -1.3	5.8	-3.8	4.8	-0.6	20.8	-2.9	11.7	11.0
CCn1c(=O)cc(SCC(=O)Nc2ccc(C)cn2)c2ccccc21
  4.9	14.2	-1.2	-2.4	-2.6	100.4*	-1.3	-68.3	5.4
Cc1ccc(S(=O)(=O)N2CCN(c3ccccc3)CC2)cc1
  3.7	3.2	-2.7	-2.3	1.0	9.7	0.1	0.8	10.1
CCN(c1ccccc1)S(=O)(=O)c1cccc(C(=O)NCC(c2cccs2)N2CCOCC2)c1 (stereo unspecified)
  -40.5	14.2	-1.6	10.3	0.6	21.0	-3.3	18.0	11.5
CC(C)c1nn2c(=O)cc(O)nc2s1
  0.9	-6.9	1.6	3.3	-0.9	13.6	-4.2	-1.9	-6.3

# Three of the entries above in order of their number in Mdm2-MdmX inh, ascending.
mol | APJ antagonist | CXCR6 inh | Mdm2-MdmX inh | XBP1 UPR activ
O=C(COc1ccccc1Br)N1CCNC1=O | -1.0 | 1.8 | -5.7 | 0.7
O=C(Nc1ccc(NC(=O)c2ccccc2Br)cc1)c1ccccc1 | 13.2 | -36.8 | 6.3 | -0.9
COC(=O)COC(=O)c1ccc(O)cc1 | -4.6 | -4.3 | 10.3 | -0.9

# The list goes on.
# Values run as follows: APJ antagonist	tim10-1 inh	APJ ag	CXCR6 inh	UPR CHOP act	Mdm2-MdmX inh	XBP1 UPR activ	TIM10 inh	tim23-1 inh
Cc1ccc(NC(=O)NNC(=O)Cn2nc(-c3ccccc3)c(-c3ccccc3)c(C#N)c2=O)cc1
  -2.8	8.6	-2.0	8.0	2.0	52.9*	1.9	-8.2	9.6
CCNC(=O)c1cccc(NC(=O)C2CC(=O)N(CCc3ccccc3)C2)c1 (stereo unspecified)
  -3.8	2.7	-0.3	-8.7	-3.5	-0.8	1.6	1.1	-9.5
Cc1noc(C)c1C(=O)OCC(=O)Nc1ccc(S(N)(=O)=O)cc1
  5.7	-11.9	-2.8	-7.1	1.4	23.7	3.1	-3.2	1.0
O=C(NCCO)c1cc([N+](=O)[O-])cc2c1C=Cc1ccccc1O2
  -54.1	12.6	2.1	-14.9	-0.8	5.7	-2.5	-26.4	2.9
Cc1noc(NS(=O)(=O)c2ccc(NC(=O)c3ccc(N4C(=O)c5ccccc5C4=O)cc3)cc2)c1C
  -7.2	22.9	-3.7	-8.0	-1.0	-19.6	-0.1	-5.4	12.2
O=C(NC1CCCCCC1)C(=S)N1CCCC1
  3.0	11.4	-2.5	0.8	-1.0	-7.8	-2.5	-4.2	1.6
CC1(CO)COC2(OC1)C(=O)Nc1ccccc12 (stereo unspecified)
  -8.8	8.4	-2.7	-5.1	3.1	9.9	0.4	-4.8	10.1
CC(=O)NS(=O)(=O)c1ccc(NC(=O)/C=C/c2ccco2)cc1
  -7.3	5.0	1.0	-1.9	0.6	14.2	-2.5	-0.4	20.9
CCC(C)NC(=O)CS(=O)Cc1nc(-c2cccc(C)c2)oc1C (stereo unspecified)
  -6.8	3.2	-5.3	0.0	-2.3	28.0	-1.6	4.4	11.1
Oc1ccccc1/C=N/Nc1cccc2cccnc12
  -21.6	40.7*	8.5	-1.3	2.5	-235.6	3.4	50.4*	37.6
COCC1CCCCN1C(=O)c1cccc(OC2CCN(S(C)(=O)=O)CC2)c1 (stereo unspecified)
  11.7	-7.0	-3.5	0.1	3.4	-8.3	-3.2	9.4	-2.5
CCN(CC(=O)Nc1ccc(NC(C)=O)cc1)C(=O)c1n[nH]c(=O)c2ccccc12
  20.5	-6.2	-2.9	-4.9	-2.1	-18.0	-0.1	0.7	0.4
O=C(NC1CCCCC1)c1ccc(-c2cccc([N+](=O)[O-])c2)o1
  -19.0	41.1*	-4.0	7.9	2.8	-192.6	-2.0	28.0	40.2
CCN1C(=NCCCOC(C)C)N[C@@H](c2ccccc2)[C@H](C(=O)OC)[C@H]1C
  -0.2	-1.7	-2.9	-1.7	-0.2	16.5	0.5	-9.3	-3.1
CCCc1cc2c(=O)c(-c3ccc4c(c3)OCCO4)coc2cc1OC(=O)c1ccco1
  2.0	4.3	9.2	1.1	4.3	-205.4	1.0	25.9	20.5
Nc1ccc(N2CCN(CCCCN3C(=O)C4CCCN4C3=O)CC2)cc1 (stereo unspecified)
  5.8	3.9	-1.6	-1.0	2.1	-8.7	1.3	-15.5	-19.8
O=C(O)c1ccccc1NCN1C(=O)C2CC=C(Cl)CC2C1=O (stereo unspecified)
  0.1	19.1	-3.9	6.1	-0.7	4.0	4.3	4.9	12.9
CCOC(=O)C(Sc1n[nH]c(N)n1)c1ccccc1 (stereo unspecified)
  -14.6	-13.3	-2.1	10.4	-0.7	-13.8	-3.4	-9.1	6.3

# Three structures out of the list, sorted by formula weight, rising.
# Values run as follows: APJ antagonist	tim10-1 inh	APJ ag	CXCR6 inh	UPR CHOP act	Mdm2-MdmX inh	XBP1 UPR activ	TIM10 inh	tim23-1 inh
Nc1nnc(-c2ccccc2Cl)s1
  -17.4	24.3	-1.2	-7.2	-1.3	-16.1	-1.9	6.9	1.8
CN(CCC#N)C(=O)COC(=O)c1cccnc1Nc1ccccc1F
  13.1	23.7	-1.6	-4.4	-1.3	-1.7	-1.4	-13.5	15.8
CCNC(=O)c1cccc(NC(=O)C2CC(=O)N(CCc3ccccc3)C2)c1 (stereo unspecified)
  -3.8	2.7	-0.3	-8.7	-3.5	-0.8	1.6	1.1	-9.5

# By substructure, the entries above with a cyano group (three)
# Values run as follows: APJ antagonist	tim10-1 inh	APJ ag	CXCR6 inh	UPR CHOP act	Mdm2-MdmX inh	XBP1 UPR activ	TIM10 inh	tim23-1 inh
Cc1ccc2c(n1)sc1c(-c3ccccc3)c(C#N)c(N)nc12
  5.1	-5.1	-1.1	7.7	-0.5	6.4	4.3	3.8	13.3
CN(CCC#N)C(=O)COC(=O)c1cccnc1Nc1ccccc1F
  13.1	23.7	-1.6	-4.4	-1.3	-1.7	-1.4	-13.5	15.8
Cc1ccc(NC(=O)NNC(=O)Cn2nc(-c3ccccc3)c(-c3ccccc3)c(C#N)c2=O)cc1
  -2.8	8.6	-2.0	8.0	2.0	52.9*	1.9	-8.2	9.6

# Only part of the results is shown; count on the stated rates, not on these rows.
